High-throughput results deposited in PubChem by several laboratories.
NR1D1 modulator: modulators of Rev-erb alpha DNA binding, primary screen, biochemical, FITC-DNA, fluorescence polarization, uHTS | Rev-erbα–FITC-DNA binding, 90 min | activity, % at 10 µM | Nuclear receptor subfamily 1 group D member 1 (Homo sapiens), P20393 | AID 1259318, 2017 | hit rate 0.79% among 370,000;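 active = activity above about 14%, limit read from the data; passing the limit was not always enough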;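 note: 0% = DMSO wells with 35 nM protein and 100% = DMSO wells with 750 nM protein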
LEDGF integ inh: blockers of LEDGF/p75-dependent integrase strand transfer – biochemical, TR-FRET, high throughput, primary screen | HIV-1 integrase (with human LEDGF/p75) | TR-FRET IN-LEDGF/p75 DNA integration, Eu/Cy5 | inhibition, % at 3.7 µM | hit rate 0.64% among 370,000;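 active = inhibition above the screen-wide mean plus 3 SD, cut at about 13% in these data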;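 note: signal is the Cy5 over europium emission ratio at 671 and 618 nm; 0% = plate median of compound wells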
rCAG RNA binder: binders of r(CAG) RNA repeats, primary screen, biochemical, fluorescence. hit rate 1.3% among 370,000. inhibition, % at 3 µM. r(CAG) RNA repeat, TO-PRO-1 dye displacement fluorescence. AID 651821, 2012;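 active = inhibition above the plate cutoff, the mean of all test compounds on that plate plus 3 SD, cut at about 35% in these data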;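 note: 0% = DMSO alone and 100% = 100 µM mitoxantrone as full dye displacement; higher means more dye released from RNA so lower well fluorescence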
HTRA1 inh: HTRA1 serine protease inhibitors, primary screen, biochemical, fluorescence polarization, HTS | inhibition, % at 5.96 µM | Q92743 | recombinant HTRA1, FP-rhodamine activity-based probe | hit rate 0.5% among 340,000; in the data active = inhibition above about 36%;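 note: 0% = enzyme with DMSO and 100% = wells lacking enzyme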
PG9 binder: binders of HIV-1 gp120 antibody PG9, primary screen, biochemical, TR-FRET; HIV-1 gp120 / PG9 antibody interaction; TR-FRET gp120-PG9 antibody binding; inhibition, % at 6.7 µM; hit rate 0.43% among 360,000; in the data active = inhibition above about 8.5%
SIAE primary: human SIAE inhibitors, primary screen, biochemical, fluorescence polarization, FP-Rh probe, 1536-well HTS. AID 1053197, 2014. inhibition, % at 9.66 µM. hit rate 0.69% among 370,000. Sialate O-acetylesterase (Homo sapiens), Q9HAT2. SIAE FP-Rh probe binding;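 active = inhibition above a cutoff: mean of compounds within the control limits plus 3 SD of those, cut at about 17% in these data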;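 note: 0% = plate median of compound wells and 100% = probe without SIAE protein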
TDP2 inh: human TDP2 enzyme inhibitors, primary screen, biochemical, epi absorbance, recombinant enzyme; Tyrosyl-DNA phosphodiesterase 2 (Homo sapiens), O95551; T5PNP hydrolysis, p-nitrophenol absorbance 415 nm; inhibition, % at 12.8 µM; hit rate 0.34% among 370,000;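 active = inhibition above the mean of all tested compounds plus 3 SD, set per campaign, cut at about 25% in these data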;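 note: 0% = DMSO with enzyme and 100% = buffer with substrate but no TDP2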
Target sequence (O95551 whole entry, looked up): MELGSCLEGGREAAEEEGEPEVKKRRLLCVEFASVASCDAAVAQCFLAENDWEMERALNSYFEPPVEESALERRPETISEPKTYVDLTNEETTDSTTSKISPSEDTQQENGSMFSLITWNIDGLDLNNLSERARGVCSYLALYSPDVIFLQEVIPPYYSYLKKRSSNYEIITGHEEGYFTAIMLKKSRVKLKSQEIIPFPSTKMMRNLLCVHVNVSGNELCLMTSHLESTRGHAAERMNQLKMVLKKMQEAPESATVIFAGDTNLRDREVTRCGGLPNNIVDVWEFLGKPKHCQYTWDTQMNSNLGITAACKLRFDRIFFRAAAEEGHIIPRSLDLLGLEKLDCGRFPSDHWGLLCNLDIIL
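Assay system: recombinant human TDP2 / Reagent: T5PNP substrate at 5 mM, a TopII-DNA adduct mimic / Measured by: epi absorbance from released p-nitrophenol / Evaluation: % inhibition relative to enzyme-containing and enzyme-free wells / Control set: enzyme-free and DMSO wells / Replicates: each compound tested once, singlicate / Schedule: enzyme reaction with compound for 2 h at 37 °C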
TCR CD3 inh: inhibitors of human TCR-CD3 interaction, primary screen, biochemical, fluorescence, TAMRA-labeled TCR probe. AID 651800, 2012. hit rate 0.37% among 360,000. T-cell receptor (TCR). inhibition, % at 9.4 µM; in the data active = inhibition above about 19%;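 note: recombinant mutant TCR 2C K166C tagged with TAMRA read by polarization; 0% = receptor in buffer alone and 100% = receptor with positive control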
ABHD4 inh: ABHD4 inhibitors, primary screen, biochemical, fluorescence polarization, mouse | (Lyso)-N-acylphosphatidylethanolamine lipase (Mus musculus), Q8VD66 | purified mABHD4, FP-Rh probe fluorescence polarization | inhibition, % at 8.92 µM | hit rate 0.54% among 370,000;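 active = inhibition exceeding the mean over every tested compound plus 3 SD, cut at about 30% in these data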;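 note: 0% = plate median of compound wells and 100% = S159A mutant with DMSO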
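Test system: mABHD4 protein | Buffer or medium: HEPES pH 7.0 buffer, 150 mM NaCl, 0.01% Pluronic F-127 | Probe or stimulus: FP-Rh fluorescent activity-based probe, added after compound pre-incubation | Timing: Pre-incubation 45 min, probe exposure 60 min, at 25 °C | Technique: Fluorescence polarization, excitation 525 nm, emission 598 nm, BODIPY TMR filters | Repeats: Single well per compound (singlicate)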
PRMT1 FP inh: PRMT1 methyltransferase inhibitors, primary screen, biochemical, fluorescence polarization. hit rate 1.3% among 370,000. recombinant PRMT1, activity-based probe fluorescence polarization. inhibition, % at 2.79 µM. AID 652257, 2013. Protein arginine N-methyltransferase 1 (Homo sapiens), Q99873;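 active = inhibition above about 21% made by adding two undisclosed values, limit read from the data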
Target sequence (Q99873 whole entry, looked up): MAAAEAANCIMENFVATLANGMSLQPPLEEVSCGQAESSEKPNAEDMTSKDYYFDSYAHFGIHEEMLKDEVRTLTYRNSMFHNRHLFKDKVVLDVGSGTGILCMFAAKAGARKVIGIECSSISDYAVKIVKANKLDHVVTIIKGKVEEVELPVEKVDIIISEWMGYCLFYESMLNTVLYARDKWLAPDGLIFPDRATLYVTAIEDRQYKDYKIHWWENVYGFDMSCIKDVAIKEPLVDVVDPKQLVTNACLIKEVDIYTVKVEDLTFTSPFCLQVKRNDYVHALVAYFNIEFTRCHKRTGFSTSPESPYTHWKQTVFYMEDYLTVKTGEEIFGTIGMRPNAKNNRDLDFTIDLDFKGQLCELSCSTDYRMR
* hit, by the source's call; · = not tested or not shown.

SMILES	NR1D1 modulator	LEDGF integ inh	rCAG RNA binder	HTRA1 inh	PG9 binder	SIAE primary	TDP2 inh	TCR CD3 inh	ABHD4 inh	PRMT1 FP inh
CC(C)CC1O[C@@H](C)[C@@H]2CN3CCc4c([nH]c5ccccc45)[C@@H]3C[C@@H]2N1C (some centres not stated)	-2	-5	1	·	-3.9	2	-4	3	1	-1
Cc1ccc(N2/C(=N/c3nc(C)cc(C)n3)NC(=O)CC2C(=O)O)cc1 (configuration not stated)	2	2	4	-6	-0.4	0	-1	-4	10	-1
O=C(COCc1ccccc1)NC1CCCCN(Cc2ccc(Cl)cc2)C1=O (configuration not stated)	5	-3	2	·	·	5	6	·	12	0
CC(=O)CC(=O)Nc1ccc2ccccc2c1	-2	-4	3	0	-1.1	-2	1	-3	0	1
COc1ccc(-n2c(SCC(=O)Nc3nccs3)nc3sc4c(c3c2=O)CCN(C)C4)cc1	-1	2	22	-1	0.7	0	-3	5	-6	6
O=c1c2[nH]c3ccccc3c2ncn1Cc1ccco1	3	-2	2	2	1.5	-2	4	5	-2	0
O=C(CSc1nc2ccc(Nc3nc(N4CCCC4)nc(N4CCCC4)n3)cc2s1)NCc1ccco1	4	-6	12	-1	-0.2	0	-9	-1	4	3
CC(=O)N(Cc1ccco1)c1nc(C(=O)Nc2ccc(Cl)cc2)c(C)s1	-1	-1	4	-52	-1.1	-18	1	-5	-21	8
O=C(NCc1cccc(Cl)c1)C1CCC(=O)N(CCN2CCOCC2)C1 (configuration not stated)	-5	2	-3	2	-0.5	-1	-4	-4	-6	-3
O=C(Nc1ccccc1C(=O)NC(Cc1ccccc1)C(=O)O)c1ccco1 (configuration not stated)	0	2	2	8	-0.7	-2	-14	-1	1	-2
CCn1c2ccccc2c2cc(NC(=O)c3ccc(C)c([N+](=O)[O-])c3)ccc21	2	0	4	-2	-1.6	21*	11	-1	0	-1
Cc1noc(C)c1CSCC(=O)Nc1cc(S(=O)(=O)N2CCOCC2)ccc1OCC(F)(F)F	-5	-2	-1	8	1.1	1	3	5	-3	3
CCc1cccc2c(C(=O)COC(=O)c3ccccc3)c[nH]c12	3	0	6	-13	-0.5	-4	5	-4	-3	-2
C#CCOCCOCCOCCNc1nc(N2CCN(C(=O)C([C@@H](C)O)n3cc([C@@H](N)CCCCN)nn3)CC2)nc(N2CCN(C(=O)[C@H](CCCCN)n3cc([C@@H](N)CC(N)=O)nn3)CC2)n1 (some centres not stated)	2	-5	7	1	-1.2	0	3	3	1	-1
NC(=O)c1sc2cc(C(F)(F)F)cnc2c1-c1cccs1	-1	3	-3	-12	-0.5	4	7	8	-3	1
COc1ccc(N=CC2=C(O)CC(C)(C)CC2=O)cc1	-2	-1	-4	4	-3.7	-4	4	10	6	1
CCC[C@@H]1CCCO[C@@](C(=O)NCc2ccccn2)(C(F)(F)F)C1	-1	2	3	-6	2.1	-5	-13	2	-8	4
O=C(O)C1(Nc2ccccc2)CCCC1	8	1	1	5	1.0	6	7	-6	8	2
O=C(NCCCNCc1ccccc1)c1ccc(/C=N/O)nc1	-1	-4	0	3	0.7	-2	13	-1	0	0
Cn1nc(C(C)(C)C)cc1C(=O)O	-7	-4	-1	2	-0.8	9	8	-2	-2	2
CN(C)CCn1c2c(c(SCC(=O)NCc3ccccc3)nc1=O)CCCC2	3	0	-4	5	0.6	0	1	3	-6	2
O=C(OCC(=O)N(C1CCCCC1)C1CCCCC1)c1ccc(Cl)nc1	2	1	2	3	0.4	-4	5	-2	5	3
CCCCCC(=O)NC(=S)Nc1ccc(N2CCOCC2)cc1	-1	-8	-6	3	0.1	-1	-4	-2	0	0
O=C(CN1C(=O)NC2(CCCCC2)C1=O)N1CCN(c2ncccn2)CC1	3	-1	1	12	0.8	-2	5	0	-1	4
CCOc1ccc(-c2nnc(SCC(=O)N3CCOCC3)o2)cc1	-1	-1	0	0	-1.0	1	4	6	1	1
Nc1c(N(CCCO)C(=O)C2CCCC2)c(=O)[nH]c(=O)n1Cc1ccccc1	-6	-2	-1	12	0.0	0	0	0	4	-2
Cc1ccc(NS(=O)(=O)c2c(C)[nH]c(=O)[nH]c2=O)cc1C	0	1	-2	2	-0.1	-7	2	-7	-15	5
CC(=O)N1CCC(C(=O)NCCOc2cccc(C)c2)CC1	1	4	2	0	-0.7	-1	-11	0	-4	-4
COc1ccc(C(C(=O)NC2CCCCC2)N(C(=O)c2sc(C)nc2C)c2ccc(C(C)=O)cc2)cc1 (configuration not stated)	3	-2	-6	3	-1.6	0	-11	1	-2	-2
CCN(CC)C(=O)c1ccc(NS(=O)(=O)c2ccccc2)cc1	0	-1	2	4	1.4	-7	-9	2	-5	-3
O=C(Cc1ccc(Cl)cc1)NNC(=O)c1cnccn1	1	-2	0	5	0.9	0	-7	0	-9	0
Cc1ccc(S(=O)(=O)N2CCC(=O)N(C(COCc3ccc(Cl)cc3Cl)Cc3ccccc3)CC2)cc1 (configuration not stated)	0	0	5	-11	0.3	1	9	-5	3	3
O=C(O)COc1ccc(Nc2ccccc2)cc1	1	-15	10	12	-8.3	3	-9	-5	5	15
COC(=O)c1[nH]c2ccc(C)cc2c1NC(=O)CN1CCC(C)CC1	-1	-3	-7	4	-1.1	6	5	6	4	-4
Cc1cc(C)n(CCNC(=O)c2ccc3c(c2)OCO3)n1	0	-2	2	-2	-2.0	-4	0	-2	7	-1
CN1N=C(N)c2cn(C3OC(COP(=O)(O)O)C(O)C3O)c3ncnc1c23 (configuration not stated)	9	-5	0	2	-7.1	6	14	7	2	-1
CN=C(c1ccccc1)c1c(C)cccc1C	6	0	-1	7	-0.4	4	-4	2	-1	-3
Cc1occc1C(=O)Nc1ccc(OCc2ccccc2)cc1	8	-2	-2	-22	-1.4	5	-1	0	-10	-1
CCO[C@@H]1OC(C(=O)N2CCN(C)CC2)=C[C@H](c2csc3ccccc23)[C@H]1CCCO	-4	-2	-6	-2	-3.0	10	3	8	0	-1
COc1ccc(C2=NN(C(=O)C(O)c3ccccc3)C(O)(C(F)(F)F)C2)cc1 (configuration not stated)	-4	-5	-4	0	0.3	-2	-6	-7	-5	2
O=c1[nH]c(N2CCOCC2)nc2ccccc12	-5	-1	-1	8	0.5	-1	-9	-13	-1	-2
COc1ccc(/C=C/C(=O)OCC(=O)Nc2ccc(Cl)cc2F)cc1S(=O)(=O)N1CCOCC1	-2	1	0	3	-0.4	4	-1	-4	-8	0
Cc1ccc(SCC(=O)NC2CCS(=O)(=O)C2)cc1 (configuration not stated)	-3	-6	3	2	-0.8	-3	-2	-7	4	2
COc1ccc(-c2n[nH]c(C)c2-c2ccc(OC)c(OC)c2)c(O)c1	-4	-4	1	-2	-1.5	1	-4	2	1	-2
CN(C)CCCN=C(NO)c1ccc(Cl)cc1Cl	-1	1	-4	9	0.1	4	-14	2	5	-2

Among those listed so far, 8 have an NH in an aromatic ring.
SMILES	NR1D1 modulator	LEDGF integ inh	rCAG RNA binder	HTRA1 inh	PG9 binder	SIAE primary	TDP2 inh	TCR CD3 inh	ABHD4 inh	PRMT1 FP inh
CC(C)CC1O[C@@H](C)[C@@H]2CN3CCc4c([nH]c5ccccc45)[C@@H]3C[C@@H]2N1C (some centres not stated)	-2	-5	1	·	-3.9	2	-4	3	1	-1
O=c1c2[nH]c3ccccc3c2ncn1Cc1ccco1	3	-2	2	2	1.5	-2	4	5	-2	0
CCc1cccc2c(C(=O)COC(=O)c3ccccc3)c[nH]c12	3	0	6	-13	-0.5	-4	5	-4	-3	-2
Nc1c(N(CCCO)C(=O)C2CCCC2)c(=O)[nH]c(=O)n1Cc1ccccc1	-6	-2	-1	12	0.0	0	0	0	4	-2
Cc1ccc(NS(=O)(=O)c2c(C)[nH]c(=O)[nH]c2=O)cc1C	0	1	-2	2	-0.1	-7	2	-7	-15	5
COC(=O)c1[nH]c2ccc(C)cc2c1NC(=O)CN1CCC(C)CC1	-1	-3	-7	4	-1.1	6	5	6	4	-4
O=c1[nH]c(N2CCOCC2)nc2ccccc12	-5	-1	-1	8	0.5	-1	-9	-13	-1	-2
COc1ccc(-c2n[nH]c(C)c2-c2ccc(OC)c(OC)c2)c(O)c1	-4	-4	1	-2	-1.5	1	-4	2	1	-2

Continued.
SMILES	NR1D1 modulator	LEDGF integ inh	rCAG RNA binder	HTRA1 inh	PG9 binder	SIAE primary	TDP2 inh	TCR CD3 inh	ABHD4 inh	PRMT1 FP inh
O=C(CSc1ccc(Br)cc1)NCC1(N2CCCCC2)CCCCC1	1	7	-4	-3	-2.3	1	1	7	-4	-1
CCc1ccc(-c2ccc3nnc(SC)n3n2)cc1	-3	2	-1	-6	-0.8	0	1	11	-5	0
O=C(Cc1c(F)cccc1Cl)Nc1cccc(S(=O)(=O)NC2=NCCCCC2)c1	-6	1	0	1	-2.4	3	-19	-2	-2	-3
COC(=O)Cn1ncc(N2CC(C)OC(C)C2)c(Cl)c1=O (configuration not stated)	2	4	0	3	0.7	2	-1	8	-1	-2
Cc1ccc2ccc3ccc(C)nc3c2n1	-1	-33	2	4	0.4	-2	3	2	4	-4
O=C(NNC(=O)c1cc(C(F)(F)F)cc(C(F)(F)F)c1)c1ccc(Cl)cc1	-2	-3	0	·	-1.2	2	19	-7	3	1
Cn1c(C(=O)NCc2cccnc2)cc2sccc21	-8	1	-2	3	0.1	-6	17	1	4	4
O=C(N/N=C/c1ccc[nH]1)c1ccccc1OCc1ccc(F)cc1	-4	0	2	-17	0.9	4	-8	-2	-4	1

An excerpt; the hit share may differ from the screen's.
